IDE cell activ – IDE (human) activation, cell-based; HEK cells, FAbeta-B cleavage, fluorescence polarization; 0% vehicle, 100% cell-free pure enzyme wells; activation, % at 5.96 µM; 340,000 compounds, 0.073% hits; AID 493087;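 active = activation above the mean of all tested compounds plus 3 SD, set per screening campaign, cut at about 17% in these data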
Target sequence (P14735 whole entry, looked up): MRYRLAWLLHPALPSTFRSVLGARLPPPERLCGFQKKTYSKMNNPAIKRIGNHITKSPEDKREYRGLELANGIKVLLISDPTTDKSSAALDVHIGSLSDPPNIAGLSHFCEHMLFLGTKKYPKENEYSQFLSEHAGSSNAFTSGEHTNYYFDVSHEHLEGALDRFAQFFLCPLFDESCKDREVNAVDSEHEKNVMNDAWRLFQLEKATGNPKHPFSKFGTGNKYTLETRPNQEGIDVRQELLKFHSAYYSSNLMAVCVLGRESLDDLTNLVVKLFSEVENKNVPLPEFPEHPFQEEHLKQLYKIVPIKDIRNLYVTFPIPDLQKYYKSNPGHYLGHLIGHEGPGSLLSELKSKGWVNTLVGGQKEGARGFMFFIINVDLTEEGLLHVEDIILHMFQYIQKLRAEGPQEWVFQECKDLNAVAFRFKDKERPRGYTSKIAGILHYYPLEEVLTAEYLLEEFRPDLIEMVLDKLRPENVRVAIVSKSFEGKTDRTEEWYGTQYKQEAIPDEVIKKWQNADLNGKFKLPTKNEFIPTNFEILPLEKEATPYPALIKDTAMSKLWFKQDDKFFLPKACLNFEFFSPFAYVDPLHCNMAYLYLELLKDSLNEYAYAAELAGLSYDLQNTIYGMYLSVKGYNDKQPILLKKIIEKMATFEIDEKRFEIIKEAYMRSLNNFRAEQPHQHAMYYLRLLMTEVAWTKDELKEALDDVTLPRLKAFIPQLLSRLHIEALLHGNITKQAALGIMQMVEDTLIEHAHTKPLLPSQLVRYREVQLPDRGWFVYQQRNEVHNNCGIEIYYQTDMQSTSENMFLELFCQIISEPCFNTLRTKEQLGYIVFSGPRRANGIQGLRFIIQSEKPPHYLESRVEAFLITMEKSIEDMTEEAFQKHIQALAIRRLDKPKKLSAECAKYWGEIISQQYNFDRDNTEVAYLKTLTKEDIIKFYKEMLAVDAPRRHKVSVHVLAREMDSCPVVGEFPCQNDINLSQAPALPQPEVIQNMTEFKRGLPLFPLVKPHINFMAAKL
IDE cell inh – inhibitors of human insulin-degrading enzyme in cells; AID 434962; HEK cells, FAbetaB cleavage, fluorescence polarization; 320,000 compounds, 0.41% hits; inhibition, % at 5.59 µM;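 active = percent inhibition above the average of all tested compounds plus 3 SD, set per screening campaign, cut at about 16% in these data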;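 note: IDE supplied by intact live HEK cells; FP after avidin binding of uncleaved biotin substrate so inhibition keeps polarization high; 0% = DMSO wells and 100% = 60 µM reference IDE inhibitor Ii1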
* hit, by the source's call. An excerpt. The share of hits here may be higher or lower than overall.

SMILES | IDE cell activ | IDE cell inh
Cc1ccc(S(=O)(=O)N2CCN(CC(=O)N3CCCC3)CC2)c(C)c1 | 3 | 1
COc1ccccc1/C=C/C(=O)NNC(=O)c1cc(C)oc1C | 8 | -3
CC(C)c1ccccc1NC(=S)NC(=O)C1CCCCC1 | 1 | -5
C[C@H]1CN([C@@H](C)CO)C(=O)Cc2cc(NC(=O)C3CC3)ccc2O[C@H]1CN(C)Cc1ccc(Oc2ccccc2)cc1 | -2 | 2
CCOc1ccc(C(=O)OC(C)C(=O)N2CCN(Cc3ccccc3)CC2)cc1 (stereo not drawn) | -2 | 4
CCc1cc(Cn2nc(-c3ccccc3)cc2C(=O)NCc2ccccc2OC)on1 | -2 | -1
CC1=CC(=O)CC(C)(C)[C@@]1(O)/C=C/[C@@H](C)O[C@@H]1O[C@H](CO)[C@@H](O)[C@H](O)[C@H]1O | 2 | 9
CC(C)(C)c1ccc(OCCC(=O)OCC(=O)N2c3ccccc3NC(=O)C2(C)C)cc1 | 3 | 3
O=C(COC(=O)C1CC1)NCc1ccc(Cl)cc1Cl | 6 | 8
COc1cc(/C=C/C(=O)OCC(=O)c2ccc3c(c2)NC(=O)CO3)ccc1OC(F)F | -3 | -2
CCCN(CC(=O)Nc1ccccc1C)C(=O)COC(=O)CSc1ccc([N+](=O)[O-])cc1 | 1 | 5
CCNS(=O)(=O)c1ccc(Br)c(C(=O)OC(C)C(=O)NCC2CCCCC2)c1 (stereo not drawn) | 6 | -1
NC(N)=NC(N)=Nc1ccccc1 | 6 | -3
CC(=O)c1c(C)[nH]c(C(=O)OCc2cc(=O)n3cc(Br)ccc3n2)c1C | 1 | 5
Cc1ccc(C(=O)Nc2ccc(N3CCCCC3)cc2)cc1 | 3 | 1
O=C(NCCN1CCOCC1)c1ccc(Cl)c(S(=O)(=O)NCc2ccccc2)c1 | -1 | -3
COc1cc(Cl)c(NC2=CC(=O)C(=O)c3ccccc32)c(OC)c1 | 4 | 2
CC(C)NC(=O)N(C)C[C@H]1Oc2ccc(NC(=O)C3CC3)cc2C(=O)N([C@H](C)CO)C[C@@H]1C | 5 | 2
CCOC(=O)Cc1csc(NC(=O)CSc2nc(C)cc(C)n2)n1 | 5 | 0
Cc1cc(NC(=O)COC(=O)c2ccc(C)c(C)c2)no1 | 0 | 1
O=C1CC2(CCN(C(=O)c3cccc([N+](=O)[O-])c3)CC2)Oc2ccccc21 | 3 | 6
CCc1cccc(NC(=O)COC(=O)C2CCN(c3ccc(C(F)(F)F)cn3)CC2)c1 | -14 | 8
COc1ccc(NC(=O)CN2C(=O)NC3(CCCCCC3)C2=O)cc1Cl | 7 | 8
CCN(CC(=O)Nc1c(F)cccc1F)C(=O)C1CC1C (stereo not drawn) | 0 | 0
CC12CCC(=O)N1C(C(=O)N1CCN(S(=O)(=O)c3ccccc3F)CC1)CS2 (stereo not drawn) | -4 | 0
Other results
SMILES | IDE cell activ | IDE cell inh
CCCCN(C(=O)C1CCC1)c1c(N)n(CC(C)C)c(=O)[nH]c1=O | 4 | -6
COc1ccc(NC(=O)CN(C)C(=O)c2ccccc2CCc2ccccc2)cc1 | 4 | -2
COc1cc(C=NNC(=O)c2ccccc2-n2cccc2)ccc1O | 4 | -1
CCCCCN(C(=O)CCC(=O)OCC(=O)c1ccc(CCC)cc1)c1c(N)n(CCCC)c(=O)[nH]c1=O | -19 | 24*
O=C1C(Cc2ccccc2)Nc2ncnc(N3CCCCC3)c2N1Cc1ccccc1 (stereo not drawn) | 0 | 4
COc1ccc(CNC(=O)CCc2ccc(S(=O)(=O)N3CCCCCC3)cc2)cc1 | 3 | -3
C=CC[C@H](CC(=O)NCCO)C(=O)N[C@@H](C)COC(=O)[C@@H](CC=C)CC(=O)OC(C)(C)C | -5 | 2
CN(CC(=O)Nc1ccc(F)cc1)C(=O)Cn1cnc2ccc([N+](=O)[O-])cc2c1=O | 3 | 0
O=C(COC(=O)c1cccc(Br)c1)Nc1ccc2[nH]c(=O)[nH]c2c1 | -1 | -2
Nc1ccc(C(=O)N2CCN(S(=O)(=O)c3ccc(Cl)cc3)CC2)cc1[N+](=O)[O-] | 3 | 1
CCC1(c2ccccc2)NC(=O)N(CC(=O)Nc2ccc3c(C)cc(=O)oc3c2)C1=O (stereo not drawn) | 0 | 5
CCc1ccc(NC(=O)C(C)OC(=O)C2CCN(c3ccc(C(F)(F)F)cn3)CC2)cc1 (stereo not drawn) | -9 | 4
CC(C)(C)n1ncc2c(=O)n(Cc3ccccc3Br)cnc21 | 2 | -1
Cc1ccc(C(=O)NCC(=O)NC2CC2)cc1 | 3 | 1
CCC(C)N(C(=O)COC(=O)c1ccc(=O)n(Cc2ccccc2)n1)C1CCS(=O)(=O)C1 (stereo not drawn) | 3 | -3
CCCCN(C(=O)COC(=O)c1nc2nccc(C)n2n1)C1CCS(=O)(=O)C1 (stereo not drawn) | -2 | -5
Cc1ccc(CNC(=O)COC(=O)c2nc(-c3ccccc3)oc2C)cc1 | 1 | -2
Cc1ccc(S(=O)(=O)CCC(=O)Nc2nnc(CC(C)C)s2)cc1 | 4 | 1
NCCCCCc1cn(CC(=O)NCCCCCCCCCCC(=O)N2CCNCC2)nn1 | 5 | -4
CCOc1ccc(NC(C)=O)cc1N | 6 | 0
CCOc1ccccc1NC(=O)CSc1nc(=O)n(CCCN2CCOCC2)c2c1CCC2 | -4 | -7
COc1ccc(CC(=O)OCC(=O)NCc2ccco2)cc1OC | 3 | -6
C=CC[C@@H](CC(=O)N(CCO)Cc1ccccc1)C(=O)N[C@@H](COC(=O)[C@@H](CC=C)Cc1ccc(F)cc1)Cc1ccccc1 | 9 | 1
O=C(COC(=O)COc1cccc(F)c1)Nc1nc2ccccc2s1 | 3 | -1
Cc1ccc(CNC(=O)c2c(-c3ccccc3)sc3ccccc23)o1 | -6 | 0
The listing continues:
SMILES | IDE cell activ | IDE cell inh
O=C(Nc1ccc(F)cc1)Nc1ccc(S(=O)(=O)N2CCCC2)cc1 | 5 | 0
O=C(/C=C/c1cccs1)NNC(=O)c1ccccc1 | 2 | 2
O=C(/C=C/c1ccc2c(c1)S(=O)(=O)N(Cc1ccccc1)[C@H]2CC(=O)N1CCOCC1)N1CCOCC1 | 2 | 1
COc1ccc(CC(=O)Nc2nccs2)cc1S(=O)(=O)N1CCOCC1 | -9 | 3
O=C(COC(=O)C1CC2C=CC1C2)Nc1ccc([N+](=O)[O-])cc1 (stereo not drawn) | -2 | 5
CC(=O)NCCc1ccc(S(=O)(=O)Nc2ccc3c(c2)OCCO3)cc1 | 3 | -5
O=S(=O)(Nc1ccc(F)cc1)c1ccc(S(=O)(=O)N2CCOCC2)cc1 | 6 | -3
Cc1cccc(C(=O)NCC(=O)OCc2nc(N)nc(Nc3ccccc3C)n2)c1 | 4 | -1
CCOC(=O)[C@@H]1[C@H]2COc3ccccc3[C@@H]2N2C(=O)N(c3ccc(C)cc3)C(=O)[C@@]12C | 4 | -3
Cc1ccccc1NCC(=O)Nc1cc(S(=O)(=O)N2CCCCC2)ccc1C | 3 | 1
COc1ccc(OC)c(N(CC(=O)Nc2cccc3ccccc23)S(C)(=O)=O)c1 | 8 | 5
CCCN(C(=O)COC(=O)CNC(=O)c1ccc2ccccc2c1)c1c(N)n(Cc2ccccc2)c(=O)[nH]c1=O | -2 | 2
CC1CN(C(=O)c2ccccc2OCc2ccccc2Cl)CC(C)O1 (stereo not drawn) | -1 | 2
Cc1ccc2nc(SCC(=O)Nc3cccc(F)c3)nc(=O)n2c1 | -1 | 3
O=C(OCc1nc2ccsc2c(=O)[nH]1)c1cc(Br)c(Br)s1 | 0 | 5
Cc1ccc(S(=O)(=O)N(C)c2ccc(OCC(=O)N3CCCC(C(F)(F)F)C3)cc2)cc1 (stereo not drawn) | 7 | -1
CCOc1ccc(CCNC(=O)COC(=O)COc2ccc(C#N)cc2)cc1OCC | 2 | -2
O=C(c1ccccc1)C(O)(Cc1ccccc1)c1ccccc1 (stereo not drawn) | 2 | 11
Cc1noc(C)c1CSCC(=O)Nc1ccc(S(C)(=O)=O)cc1 | 0 | -2
CC(=O)Nc1ccc(NC(=O)C(C)OC(=O)/C=C/c2ccc3c(c2)OCO3)cc1 (stereo not drawn) | -1 | 2
CCN(C(=O)CSc1nnc(C)n1-c1cccc(C)c1)C1CCS(=O)(=O)C1 (stereo not drawn) | 3 | 2
CCN(CC)C(=O)c1[nH]cnc1C(=O)Nc1ccc(C)cc1 | 2 | 2
COc1ccc(N(CC(=O)NCc2cccs2)S(=O)(=O)c2ccc(F)cc2)cc1 | 3 | 2
Cc1ccc(F)cc1NC(=O)COC(=O)C1CCN(c2ccc(C(F)(F)F)cn2)CC1 | 0 | 3
CC1CCCCC12NC(=O)N(CC(=O)OCC(=O)NCc1ccc(F)cc1)C2=O (stereo not drawn) | -3 | 7

Entries of single compounds, looked up by structure. Order of values: IDE cell activ | IDE cell inh
Record of `O=C(OCc1nc2ccsc2c(=O)[nH]1)c1cc(Br)c(Br)s1` → 0 | 5
Record of `Cc1ccccc1NCC(=O)Nc1cc(S(=O)(=O)N2CCCCC2)ccc1C` → 3 | 1
Record of `CC(=O)NCCc1ccc(S(=O)(=O)Nc2ccc3c(c2)OCCO3)cc1` → 3 | -5

Carrying on.
SMILES | IDE cell activ | IDE cell inh
CC(Oc1ccccc1)C(=O)OCC(=O)Nc1ccc2c(c1)OCO2 (stereo not drawn) | 5 | -1
CN1C(C(=O)Nc2ccc(C(=O)O)cc2)=C(O)c2ccccc2S1(=O)=O | 3 | 0
O=C(CSCc1cccc(Cl)c1)OCc1nc2ccsc2c(=O)[nH]1 | 4 | 1
CCCCOc1ccc(C(=O)NCC(=O)NCc2ccncc2)cc1 | -2 | -2
CSc1nc2ccc(NC(=O)COc3ccccc3F)cc2s1 | 0 | -2
CCN(C(=S)NC(=O)Cc1ccc(OC)cc1)c1ccccc1 | 1 | 10
CN(CC(=O)Nc1ccccc1Br)CC(=O)Nc1ccccc1-c1ccccc1 | 3 | -1
O=C1NC[C@@H](c2ccccc2)OC(=O)[C@H](Cc2ccc(F)cc2)CC/C=C/C[C@H]1CC(=O)N(CCO)Cc1ccccc1 | 3 | 7
CCc1ccc2c(CN3CCN(S(=O)(=O)c4ccccc4F)CC3)cc(=O)oc2c1 | -4 | 8
COC(=O)C1CCN(C(=O)COC(=O)c2cc(-c3cccs3)nn2-c2ccccc2)CC1 | -2 | -1
Cc1cc(S(=O)(=O)NCCc2ccncc2)cc(C)c1F | 4 | -5
CCCCCCSc1ccc([C@H]2N[C@@](Cc3ccccc3)(C(=O)OC)[C@H]3C(=O)N(C)C(=O)[C@@H]23)cc1OC | 3 | -1
COc1ccc(-c2csc(NC(=O)CCNC(=O)c3ccco3)n2)cc1OC | 4 | 5
Cc1nc(SCC(=O)Nc2cccc(S(=O)(=O)N3CCOCC3)c2)nc(C)c1C | -7 | 1
CSc1ccc(C=NNc2ccc(S(=O)(=O)Nc3ccccc3C(=O)O)cc2[N+](=O)[O-])cc1 | 1 | -2
CCN(CC)S(=O)(=O)c1ccc(N2CCCC2)c(NC(=O)C2=NN(c3ccccc3)C(=O)CC2)c1 | 1 | -9
COc1ccc(NC(=O)N(C)C[C@H]2Oc3c(NC(=O)c4ccncc4)cccc3C(=O)N([C@H](C)CO)C[C@@H]2C)cc1 | 3 | 3
Cc1ccc(N2CC(C(=O)OCC(=O)c3ccc[nH]3)CC2=O)cc1 (stereo not drawn) | 0 | -1
CC1(C)C(/C=C/C=C/C=C/C=C2\N(CCCCS(=O)(=O)O)c3ccc4ccccc4c3C2(C)C)=[N+](CCCCS(=O)(=O)[O-])c2ccc3ccccc3c21 | -9 | 21*
CCCCn1c(N)c(N(CCC(C)C)C(=O)c2ccc(C)c(S(=O)(=O)N3CCOCC3)c2)c(=O)[nH]c1=O | 1 | 7
CCOC(=O)C1=CC[C@@H](c2cccc(C)c2)N(S(=O)(=O)c2ccc(C)cc2)[C@H]1C(=O)OCC | -4 | 16*
Cc1nn(Cc2ccccc2)c(C)c1C(=O)N1CCN(CC(=O)Nc2ccccc2Cl)CC1 | 2 | -2
COc1ccccc1-c1nn(Cc2ccccc2)cc1C(=O)NCC(c1ccco1)N1CCCC1 (stereo not drawn) | -2 | 3

Quoted at random: six records from the list, in no set order.
SMILES | IDE cell activ | IDE cell inh
COc1ccc(NC(=O)N(C)C[C@H]2Oc3c(NC(=O)c4ccncc4)cccc3C(=O)N([C@H](C)CO)C[C@@H]2C)cc1 | 3 | 3
CSc1ccc(C=NNc2ccc(S(=O)(=O)Nc3ccccc3C(=O)O)cc2[N+](=O)[O-])cc1 | 1 | -2
CCN(C(=S)NC(=O)Cc1ccc(OC)cc1)c1ccccc1 | 1 | 10
CN(CC(=O)Nc1ccccc1Br)CC(=O)Nc1ccccc1-c1ccccc1 | 3 | -1
CC1(C)C(/C=C/C=C/C=C/C=C2\N(CCCCS(=O)(=O)O)c3ccc4ccccc4c3C2(C)C)=[N+](CCCCS(=O)(=O)[O-])c2ccc3ccccc3c21 | -9 | 21*
Cc1nc(SCC(=O)Nc2cccc(S(=O)(=O)N3CCOCC3)c2)nc(C)c1C | -7 | 1

Taken from above.
`CC(Oc1ccccc1)C(=O)OCC(=O)Nc1ccc2c(c1)OCO2` (stereo not drawn) – IDE cell activ = 5
`Cc1nn(Cc2ccccc2)c(C)c1C(=O)N1CCN(CC(=O)Nc2ccccc2Cl)CC1` – IDE cell activ = 2

From PubChem
